Furin inhibitor = blocks human furin protease activity; 0.061% of 220,000 active; inhibition, % at 30 µM; purified furin, fluorogenic substrate cleavage; in the data active = inhibition above about 25%; note: inactives centre near -15
p97 inhibitor = human p97 ATPase inhibition; P55072; recombinant p97 ATPase, Kinase-Glo ATP luminescence, 3 h; inhibition, % at 8 µM; 0.42% of 220,000 active; in the data active = inhibition above about 15%;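 note: 0% = DMSO vehicle and 100% = wells lacking enzyme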
Target sequence (P55072 whole entry, looked up): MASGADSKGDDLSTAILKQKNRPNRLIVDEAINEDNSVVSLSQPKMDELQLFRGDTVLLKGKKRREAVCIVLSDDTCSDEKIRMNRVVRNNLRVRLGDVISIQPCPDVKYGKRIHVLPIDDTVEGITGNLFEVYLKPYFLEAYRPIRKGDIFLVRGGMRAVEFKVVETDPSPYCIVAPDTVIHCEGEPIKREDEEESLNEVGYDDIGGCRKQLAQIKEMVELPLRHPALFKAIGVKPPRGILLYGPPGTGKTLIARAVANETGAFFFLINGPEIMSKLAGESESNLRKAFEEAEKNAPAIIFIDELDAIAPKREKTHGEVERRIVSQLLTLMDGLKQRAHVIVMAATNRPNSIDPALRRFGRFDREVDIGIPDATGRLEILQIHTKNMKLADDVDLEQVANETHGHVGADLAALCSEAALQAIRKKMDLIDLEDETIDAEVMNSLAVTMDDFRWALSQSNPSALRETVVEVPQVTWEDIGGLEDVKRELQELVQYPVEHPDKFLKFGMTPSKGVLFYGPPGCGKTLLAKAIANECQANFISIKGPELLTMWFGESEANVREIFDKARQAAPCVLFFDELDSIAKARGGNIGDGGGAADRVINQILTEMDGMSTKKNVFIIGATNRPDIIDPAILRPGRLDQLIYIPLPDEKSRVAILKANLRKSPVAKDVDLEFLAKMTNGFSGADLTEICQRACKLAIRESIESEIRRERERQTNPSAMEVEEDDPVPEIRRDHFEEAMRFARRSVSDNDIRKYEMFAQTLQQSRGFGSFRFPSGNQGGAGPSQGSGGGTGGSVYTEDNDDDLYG
NCF1 inh = p47phox (human) inhibition | p47phox/p22phox peptide binding, fluorescence polarization, 2 h | inhibition, % at 24.7 µM | 0.53% of 220,000 active | AID 1274;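 active = inhibition above about 30%, limit read from the data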;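 note: 0% = p47phox with labelled peptide and 100% = labelled peptide alone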
BaF3 parental = parental Ba/F3 viability inhibition as JAK2V617F counter-screen | 1.1% of 220,000 active | inhibition, % at 5.6 µM | CellTiter-Glo ATP luminescence;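 active = inhibition above a per-campaign cutoff, the mean inhibition of all tested compounds plus 3 SD, cut at about 27% in these data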;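 note: 0% = DMSO wells and 100% = JAK Inhibitor I control wells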
RBBP9 inhibitor = inhibitors of human serine hydrolase RBBP9. O75884. recombinant RBBP9, FP-Rh probe fluorescence polarization. inhibition, % at 7.94 µM. 0.2% of 220,000 active. AID 1515;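 active = inhibition above the campaign mean of all tested compounds plus 3 SD, cut at about 14% in these data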;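 note: plate controls were DMSO wells with RBBP9 for no effect and wells lacking RBBP9 protein for full effect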
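Test system: recombinant human RBBP9; Timing: 30 min then 45 min, 25 °C; Detection: fluorescence polarization; Control set: RBBP9 with DMSO as uninhibited control, no-protein wells as full inhibition; Compound dosing: one concentration, 7.94 µM nominal, 0.794% DMSO; Probe or stimulus: FP-Rh activity-based probe, 375 nM before mixing.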
EP2 antag = inhibitors of human EP2 prostaglandin E2 receptor; P43116; C6 glioma cells expressing human EP2, cAMP TR-FRET; cells stimulated with saturating PGE2; inhibition, % at 25 µM; 0.52% of 260,000 active; AID 1422;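 active = percent inhibition above 40 after rounding to a whole number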;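 note: rat C6 glioma host cells with rolipram phosphodiesterase inhibitor present; the protocol text gives 20 µM as final concentration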
Ba/F3 V617F tox = lowers viability of Ba/F3 cells expressing EpoR and JAK2V617F; ATP luminescence; inhibition, % at 5.6 µM; 1.1% of 220,000 active;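 active = inhibition above the campaign mean plus 3 SD over all tested compounds, cut at about 24% in these data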;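 note: cytokine-independent growth of Ba/F3 cells driven by EpoR plus mutant JAK2; 0% = DMSO-treated cells and 100% = JAK inhibitor I control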
TbHK1 inh = T. brucei hexokinase 1 inhibition; AID 1430; recombinant TbHK1, G6PDH-coupled NADH A340; 0.11% of 220,000 active; inhibition, % at 10 µM;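 active = inhibition of 50% or more in the single-dose primary screen; inactive = inhibition below 50%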
PPC-1+TRAIL kill = kills PPC-1 cancer cells in the presence of TRAIL. PPC-1 cells + TRAIL, ATPLite viability luminescence. cell killing (% activity), % at 4 µM. 0.41% of 220,000 active. AID 1443;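 active = cell killing above 50% in the first pass at 4 µM, then a duplicate retest at 5 µM averaging 50% or more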;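 note: plate controls were cells with TRAIL plus DMSO for no effect and medium-only wells lacking cells for full effect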
An asterisk follows results filed as active; . = no result given; [ ] = remark or other dose.

Each structure is followed by: BaF3 parental	NCF1 inh	EP2 antag	p97 inhibitor	Ba/F3 V617F tox	PPC-1+TRAIL kill	RBBP9 inhibitor	Furin inhibitor	TbHK1 inh
CCOC(=O)c1cnn(-c2cc(Oc3cccc(C)c3)ncn2)c1N
→ 2	-15	5	-2	-1	2	-2	-11[20 µM]	0
Cc1ccc(NC(=O)OCC(F)(F)C(F)F)cc1NC(=O)OCC(F)(F)C(F)F
→ 3	5	4	3	-2	-13	-2	-21	1
CCOC(=O)c1ccc(NC(=O)C(=O)NCc2ccc(/C=C(/C#N)C(=O)NCCOC)o2)cc1
→ 4	-26	4	3	0	10	-4	-36	-23
COc1ccc2nc(NC(=O)CSc3nnnn3C)sc2c1
→ 0	-2	8	-2	2	8	-8	-16	0
COC(=O)C(Cc1cnc(Cl)s1)(C(=O)OC)c1ccc([N+](=O)[O-])cc1
→ 1	-10	20	-3	-2	17	-1	-8[20 µM]	29
COC(=O)N/N=C(C)/C=C/c1ccccc1
→ 6	.	10	0	2	.	-4	-9[20 µM]	-4
Cc1ccc(OCC(=O)NC2CC(C)(C)NC(C)(C)C2)cc1C
→ 5	0	4	6	-1	2	-2	-19	1
O=C1CNC(=O)/C1=C/c1ccc(Br)cc1
→ 1	-9	11	9	-2	-30	0	-19	-11
O=C(CSc1nc(N2CCCCC2)nc(N2CCCCC2)n1)c1ccccc1
→ 3	-5	11	2	3	5	-1	-30[20 µM]	10
O=C(CN(C(=O)c1cccc([N+](=O)[O-])c1)C1CCCCC1)Nc1ccc(Cl)c([N+](=O)[O-])c1
→ 3	-9	8	1	-3	16	-9	4	19
O=C(Cc1ccc(Cl)cc1)NCc1ccccc1Cl
→ 6	-5	7	4	1	8	-3	-22	2
CCc1ccc(C2=NN(C(=O)OC)C(O)(C(F)(F)F)C2)cc1 (stereo not given)
→ 12	0	18	-5	1	35	-10	-32[20 µM]	-1
Cc1cccc(NC(=S)NC(NC(=O)OCc2ccccc2)C(Cl)(Cl)Cl)c1 (stereo not given)
→ 3	-11	5	2	1	14	-9	-5[20 µM]	-1
CCCC1=NN2C(=N)/C(=C\c3ccc(SCc4ccco4)o3)C(=O)N=C2S1
→ 11	-177	9	6	0	11	-3	-15[20 µM]	5
CCC(=O)Nc1nnc(-c2ccco2)o1
→ 5	-10	4	2	-4	18	2	-7	-4
Cc1ccc2[nH]c(O)c(N=NC(=O)c3ccc(NS(=O)(=O)c4cccs4)cc3)c2c1
→ -1	-9	3	2	1	23	-7	-18	-13
CCOc1ccc(N2C(=O)CC(n3ccc(C)n3)C2=O)cc1 (stereo not given)
→ 2	-1	13	3	-2	-7	-1	-22[20 µM]	0
CCN(CC)S(=O)(=O)c1cccc(-c2nnc(SCCCC(=O)c3ccc(F)cc3)o2)c1
→ 5	-10	10	-10	4	13	-20	-7	12
Cc1ccc(C(=O)N2C3=C(CCCC3)C(=O)NC23CCCCC3)cc1
→ 5	-9	2	1	0	23	-6	-15	-3
CC(=O)Nc1ccc(SCC(=O)Nc2cc(C)on2)cc1
→ -3	-8	10	3	-4	-3	-1	-16	-1
CCOC(=O)CCC(NC(=O)CCC(=O)NC(CCC(=O)OCC)C(=O)OCC)C(=O)OCC (stereo not given)
→ 8	-6	9	-6	3	13	-6	-5	4
O=C1C2CC=CCC2C(=O)N1Cc1nnc(-c2ccc(Cl)cc2)o1 (stereo not given)
→ 10	-2	7	3	1	14	-3	-29	-1
CCn1cc(C(=O)NCc2ccc(Cl)cc2)c(=O)c2cc(S(=O)(=O)N3CCOCC3)ccc21
→ 8	-12	7	3	1	7	4	-18	-15
COc1ccccc1Nc1ccncc1[N+](=O)[O-]
→ -1	-5	7	4	-4	.	-1	-6	-4
O=C(COC(=O)c1cccc(Br)c1)NCCC1=CCCCC1
→ 9	-6	14	-2	7	24	4	-25	-5
C(=N\Nc1nc(-c2ccccc2)cs1)/c1ccncc1
→ 5	-5	26	-2	3	31	-14	-6	-4
Cc1ccc(C(=O)NCC(=O)OCC(=O)NC2CCCC(C)C2C)s1 (stereo not given)
→ -1	1	6	3	-4	0	-7	-16	0
Cc1ccc2nc(C)c(C(=O)N/N=C/c3cccc([N+](=O)[O-])c3)cc2c1
→ 4	-10	9	-3	2	17	-1	-4	19
O=C(/C=C/c1ccccc1)NC(=S)Nc1cccnc1
→ 9	-9	13	2	2	17	-4	-7	1
Cc1ccccc1Cn1cnc2ccccc2c1=O
→ 4	-6	1	3	-2	11	-1	-17	-3

Laid out differently: results already given
Structure,BaF3 parental,NCF1 inh,EP2 antag,p97 inhibitor,Ba/F3 V617F tox,PPC-1+TRAIL kill,RBBP9 inhibitor,Furin inhibitor,TbHK1 inh
O=C(CSc1nc(N2CCCCC2)nc(N2CCCCC2)n1)c1ccccc1,3,-5,11,2,3,5,-1,-30[20 µM],10
O=C(CN(C(=O)c1cccc([N+](=O)[O-])c1)C1CCCCC1)Nc1ccc(Cl)c([N+](=O)[O-])c1,3,-9,8,1,-3,16,-9,4,19

Back to the main list; the 7 compounds before the break are reprinted first.
Each structure is followed by: BaF3 parental	NCF1 inh	EP2 antag	p97 inhibitor	Ba/F3 V617F tox	PPC-1+TRAIL kill	RBBP9 inhibitor	Furin inhibitor	TbHK1 inh
COc1ccccc1Nc1ccncc1[N+](=O)[O-]
→ -1	-5	7	4	-4	.	-1	-6	-4
O=C(COC(=O)c1cccc(Br)c1)NCCC1=CCCCC1
→ 9	-6	14	-2	7	24	4	-25	-5
C(=N\Nc1nc(-c2ccccc2)cs1)/c1ccncc1
→ 5	-5	26	-2	3	31	-14	-6	-4
Cc1ccc(C(=O)NCC(=O)OCC(=O)NC2CCCC(C)C2C)s1 (stereo not given)
→ -1	1	6	3	-4	0	-7	-16	0
Cc1ccc2nc(C)c(C(=O)N/N=C/c3cccc([N+](=O)[O-])c3)cc2c1
→ 4	-10	9	-3	2	17	-1	-4	19
O=C(/C=C/c1ccccc1)NC(=S)Nc1cccnc1
→ 9	-9	13	2	2	17	-4	-7	1
Cc1ccccc1Cn1cnc2ccccc2c1=O
→ 4	-6	1	3	-2	11	-1	-17	-3
O=C(CCSCc1ccc(Cl)cc1)NCCC1=CCCCC1
→ 0	7	4	0	-2	3	2	-13	-3
Cc1[nH][nH]c(=O)c1C(c1ccc(-c2ccc(Cl)cc2Cl)o1)c1c(C)[nH][nH]c1=O
→ 4	-32	7	20*	-2	33	-12	-14[20 µM]	-1
C=CCOc1ccc(C2NC(=O)NC(C)=C2C(=O)OC)cc1 (stereo not given)
→ 9	-18	8	2	1	1	-5	-15[20 µM]	-1
COc1ccc(NC(=O)CSCc2ccc(C)cc2)cc1
→ 9	-4	7	-4	6	17	1	-20	2
Cc1ccc2nc(CSc3nnc(-c4ccncc4)n3C)cc(=O)n2c1
→ 8	4	5	7	0	-2	-5	-24	-22
Cc1ccc(Oc2cc(C)nc(-c3ccccc3O)n2)cc1
→ 4	3	-4	2	-1	-20	-1	-14	1
CC(C)OC(=O)C1=C2SCC(=O)N2C(N)=C(C#N)C1
→ 4	-18	10	0	-2	17	-3	-6[20 µM]	-15
COCCCn1c(=O)/c(=C\c2ccccc2OC(F)F)s/c1=C(/C#N)C(=O)N1CCOCC1
→ 3	-10	2	-2	3	0	-5	-15	-14
CC(C)CCOc1cccc(OCC(=O)NC2CCS(=O)(=O)C2)c1 (stereo not given)
→ 1	0	5	-2	0	26	-2	-15	-9
O=C(N/N=C1/CC2C=CCC12)c1ccc(Br)o1 (stereo not given)
→ -1	-7	7	7	-8	16	-1	-13	0
O=c1cc(CO)oc(CN2CCCC2)c1O
→ 6	-13	4	0	2	2	-3	-6	-4
Cc1ccc(NC(=O)CSc2nnc(C3COc4ccccc4O3)o2)c(Cl)c1 (stereo not given)
→ 2	-2	5	4	-4	15	2	-17	-5
Oc1ccc(Nc2nc(N3CCCC3)c3ccccc3n2)cc1
→ 61*	22	13	1	48*	36	-1	-11	-4
NC(=O)C1(N2CCCCC2)CCN(Cc2nc(-c3cccs3)no2)CC1
→ 0	-1	6	-4	-1	5	-12	-8	-13
O=C(NCc1cccs1)C1CCCN1C(=O)NC1CCCCC1 (stereo not given)
→ 7	-2	12	3	0	-20	-5	-25	3
COc1ccc(CN(Cc2cc3cc(OC)c(OC)cc3[nH]c2=O)C(=O)NC2CCCCC2)cc1
→ 1	0	7	2	-3	-28	5	-7[20 µM]	-14
CCc1cccc(CC)c1N(COC)C(=O)Cn1ccccc1=N
→ 3	-3	22	2	1	-3	-2	-21	-6
COc1ccc(C2CC(Cn3cc(C#N)c(=O)n(C)c3=O)ON2C)cc1 (stereo not given)
→ -1	-5	7	5	-2	0	-2	-16	1

Record cards, as listed above. Values in the order: BaF3 parental, NCF1 inh, EP2 antag, p97 inhibitor, Ba/F3 V617F tox, PPC-1+TRAIL kill, RBBP9 inhibitor, Furin inhibitor, TbHK1 inh
Results for Cc1ccc(C(=O)N2C3=C(CCCC3)C(=O)NC23CCCCC3)cc1 → 5, -9, 2, 1, 0, 23, -6, -15, -3
Results for Cc1ccc2nc(CSc3nnc(-c4ccncc4)n3C)cc(=O)n2c1 → 8, 4, 5, 7, 0, -2, -5, -24, -22
Results for C=CCOc1ccc(C2NC(=O)NC(C)=C2C(=O)OC)cc1 (stereo not given) → 9, -18, 8, 2, 1, 1, -5, -15[20 µM], -1
Results for Cc1ccc(Oc2cc(C)nc(-c3ccccc3O)n2)cc1 → 4, 3, -4, 2, -1, -20, -1, -14, 1

Assay outcomes deposited in PubChem BioAssay by several laboratories.

The list is partial; rates above refer to the full screens.
